# SKN-1 inh – blocks SKN-1 activity in C. elegans | C. elegans VP596 Pgst-4::GFP/RFP ratio, acrylamide-induced, 24 h | inhibition, % at 21.8 µM | hit rate 0.49% among 360,000 | AID 624304;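 active means interference check ratio from 0.5 to 1.5 plus GFP to RFP signal ratio inhibition reaching or exceeding a fixed threshold, cut at about 30% in these data, passing the limit was not always enough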; further: some compounds called inactive have numbers as strong as hits
# MsrA inhibitor – inhibitors of bovine MsrA; purified bovine MsrA, absorbance read-out; inhibition, % at 15.5 µM; hit rate 0.75% among 360,000; AID 651718; in the data active means inhibition above about 4.5%;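 further: 0% = vehicle wells with enzyme and 100% = reference inhibitor wells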
# Rin1 Abl inh – human Rin1-Abl interaction inhibition; P00519+Q13671; TR-FRET Rin1/Abl binding, biochemical; inhibition, % at 7.35 µM; hit rate 0.4% among 360,000; in the data active means inhibition above about 5%, passing the limit was not always enough
# NRP1-CendR mod – modulators of CendR peptide binding to human neuropilin-1. O14786. FAM-RPARPAR peptide binding to NRP-1, fluorescence polarization. inhibition, % at 25 µM. hit rate 0.85% among 360,000;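 active means inhibition or corrected inhibition above about 18%, plus a signal ratio from 0.5 to 1.5, limit read from the data, passing the limit was not always enough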; further: strong numbers were not always called active
# Target sequence (O14786 whole entry, looked up): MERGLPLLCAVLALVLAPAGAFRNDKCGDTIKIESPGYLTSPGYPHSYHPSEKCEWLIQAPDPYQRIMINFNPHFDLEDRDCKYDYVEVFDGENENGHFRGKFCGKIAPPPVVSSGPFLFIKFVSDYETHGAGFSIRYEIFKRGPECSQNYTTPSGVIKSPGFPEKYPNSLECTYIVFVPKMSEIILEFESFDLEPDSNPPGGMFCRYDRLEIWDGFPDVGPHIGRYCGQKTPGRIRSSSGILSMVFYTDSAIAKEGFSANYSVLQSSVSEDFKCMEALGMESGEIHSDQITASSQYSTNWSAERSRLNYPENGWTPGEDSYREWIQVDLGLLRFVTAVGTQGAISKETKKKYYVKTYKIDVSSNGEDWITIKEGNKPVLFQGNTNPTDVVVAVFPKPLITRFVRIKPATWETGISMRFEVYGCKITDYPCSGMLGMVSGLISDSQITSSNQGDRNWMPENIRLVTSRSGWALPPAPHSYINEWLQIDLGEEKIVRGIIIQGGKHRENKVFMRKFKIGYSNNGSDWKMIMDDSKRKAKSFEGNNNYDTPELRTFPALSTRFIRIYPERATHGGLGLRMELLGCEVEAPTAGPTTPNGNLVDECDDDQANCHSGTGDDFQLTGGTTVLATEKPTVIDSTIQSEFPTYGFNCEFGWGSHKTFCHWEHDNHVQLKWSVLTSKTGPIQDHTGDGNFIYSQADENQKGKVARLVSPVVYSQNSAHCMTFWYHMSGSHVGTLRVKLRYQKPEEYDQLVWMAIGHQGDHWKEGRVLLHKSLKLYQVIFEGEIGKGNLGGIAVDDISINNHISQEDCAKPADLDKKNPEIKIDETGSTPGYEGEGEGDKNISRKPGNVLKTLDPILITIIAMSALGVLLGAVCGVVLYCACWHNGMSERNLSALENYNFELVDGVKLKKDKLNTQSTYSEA
# Neddylation inh – inhibitors of human cullin neddylation. TR-FRET cullin neddylation, biochemical. calls only at 25 µM. P61081+Q13564. hit rate 0.58% among 360,000; in the data active means inhibition above about 36%
# FAS TE block – inhibitors of human fatty acid synthase thioesterase domain; P49327; hit rate 0.67% among 360,000; recombinant FAS-TE, OMFH fluorogenic substrate, fluorescence endpoint; inhibition, % at 15 µM; AID 602261;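 active means compounds whose normalised, plate-corrected inhibition of enzyme fluorescence in the single-dose primary screen is 50% or more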;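 further: 0% = DMSO with enzyme and 100% = substrate without enzyme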
# eLon inh – inhibitors of E. coli Lon protease | P0A9M0 | purified E. coli Lon protease, fluorescence polarization | inhibition, % at 7.94 µM | hit rate 0.42% among 360,000; in the data active means inhibition above about 13%, passing the limit was not always enough;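 further: 0% = enzyme with probe and DMSO and 100% = no enzyme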
# MT1-MMP act inh – MT1-MMP (human) activation inhibition | HT1080 RFP-PRO-GFP cells, GFP/RFP ratio fluorescence, overnight; percent of plate control window, DMSO zero | GFP/RFP ratio change, % at 20 µM | hit rate 0.061% among 360,000 | AID 651647;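 active means GFP/RFP ratio change of at least 30% with cell ATP level not reduced by more than half and red fluorescence within 50% of control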; further: strong numbers were not always called active
#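 Material – HT1080 RFP-PRO-GFP cells · Control set – DMSO wells and RFP-L50D-GFP cells · Incubation – overnight cell settling, then overnight compound exposure, 37 °C, 5% CO2 · Compound dosing – single-point 20 µM compound, 1% DMSO · Read-out – GFP/RFP fluorescence ratio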
# bovine MsrA act – activates bovine MsrA enzyme; purified bovine MsrA, absorbance read-out; activation, % at 10.6 µM; hit rate 0.3% among 360,000; in the data active means activation above about 7.5%;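 further: 0% = vehicle and 100% = reference activator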
# * hit, by the source's call; i = inactive; / = no result given; + = active, no number. No enrichment for hits, and some 4.2% of all compounds hit somewhere here.
# Sample of the layout:
SMILES,SKN-1 inh,MsrA inhibitor,Rin1 Abl inh,NRP1-CendR mod,Neddylation inh,FAS TE block,eLon inh,MT1-MMP act inh,bovine MsrA act
O=C(O)CC(NC(=O)c1sc2ccccc2c1Cl)c1ccc(OC2CCCC2)cc1 (configuration not stated),-2.1,-0.1,-13.4,-11.0,i,5.8,-9.9,-8.8,-3.3
CCOC(=O)c1cnc(-n2nc(C)cc2C)nc1N1CCOCC1,-23.1,1.0,-1.4,-4.3,i,-7.3,5.6,3.3,-4.7

# Main list, previewed entries included:
SMILES,SKN-1 inh,MsrA inhibitor,Rin1 Abl inh,NRP1-CendR mod,Neddylation inh,FAS TE block,eLon inh,MT1-MMP act inh,bovine MsrA act
O=C(O)CC(NC(=O)c1sc2ccccc2c1Cl)c1ccc(OC2CCCC2)cc1 (configuration not stated),-2.1,-0.1,-13.4,-11.0,i,5.8,-9.9,-8.8,-3.3
CCOC(=O)c1cnc(-n2nc(C)cc2C)nc1N1CCOCC1,-23.1,1.0,-1.4,-4.3,i,-7.3,5.6,3.3,-4.7
Cc1cc(C)c(S(=O)(=O)Nc2nnc(CC(C)C)s2)c(C)c1,10.0,-0.2,-1.0,-8.7,i,-1.0,1.8,2.0,0.6
NC1=C(O)C(=O)C(c2ccccc2)O1 (configuration not stated),10.3,-1.0,6.2,5.3,i,-4.7,-3.9,0.6,-1.9
CCOC(=O)C1=C(N)n2c(s/c(=C\c3ccncc3)c2=O)=C(C(=O)OCC)C1c1ccncc1 (configuration not stated),2.4,-0.7,3.8,12.4,i,-1.5,-4.8,-5.5,-11.2
O=C(NNC(=O)c1c(F)cccc1F)c1ccccc1OC(F)(F)F,-3.4,-1.7,-1.5,-1.7,i,-6.8,0.8,-4.3,-2.6
CC1(C)C(=O)Nc2ccccc2N1C(=O)COC(=O)c1cccs1,0.1,-0.2,4.0,2.7,i,-2.1,1.1,-2.0,-7.8
CC(=O)Nc1c(-c2ccc(F)cc2)nc2ccccn12,-1.9,1.3,2.0,-3.7,i,-11.4,-1.6,1.2,-7.8
Cc1ccsc1CN(C)CC(=O)NCC(=O)Nc1ccc(F)cc1,4.2,0.6,0.1,12.7,i,-9.3,2.6,-0.4,0.9
O=c1[nH]c2ccc(S(=O)(=O)Nc3ccc(Cl)cc3)cc2o1,-0.1,-1.0,1.5,-2.7,i,-3.1,-2.1,3.7,-3.6
O=C(c1ccc(C(F)(F)F)cc1)N1CCC(=O)N(C(COCc2ccc(C(F)(F)F)cc2)Cc2ccccc2)CC1 (configuration not stated),1.8,-0.4,0.3,-7.5,i,34.3,12.1,1.7,1.2
COc1ccccc1NC(=S)N1CC(C)OC(C)C1 (configuration not stated),-7.8,-0.2,3.2,7.2,i,-7.7,6.3,/,-11.1
CS/C(=N\S(=O)(=O)c1ccc(Cl)cc1)c1ccccc1,-4.3,0.4,-0.7,-14.5,i,19.5,-6.2,2.2,-0.8
CCOC(=O)C1=C[C@@H](C2CCCCC2)N(S(=O)(=O)c2ccc([N+](=O)[O-])cc2)[C@H]1c1ccccc1,-12.5,0.9,-0.4,17.6,i,24.1,-10.2,-3.5,-0.8
NC(=O)c1ccc(N=C2C(=O)Nc3ccc([N+](=O)[O-])cc32)cc1,-8.4,3.8,1.1,22.1,i,-3.7,0.6,1.5,7.2
CCOC(=O)C(Cc1nc(OCc2ccccc2)cc(OCc2ccccc2)n1)=NO,17.4,-0.6,-0.1,-8.2,i,-88.0,11.2,-5.8,1.3
O=C(CCCOc1ccc(Cl)cc1)N1CCOCC1,10.9,0.1,3.7,0.1,i,-7.7,-4.1,-4.3,0.4
COc1ccc(C(=O)N/N=C/c2ccc(OC)c(OS(=O)(=O)c3ccccc3)c2)cc1,18.5,2.7,2.8,-5.6,i,45.6,-3.5,0.1,-3.9
CCOC(=O)c1c(NC(=O)CSc2nnc(C)s2)sc2c1CCC(C)C2 (configuration not stated),-12.4,2.8,-2.0,-8.9,i,16.1,0.3,-8.2,0.9
CCCN(CC(=O)Nc1ccc(F)c(F)c1F)C(=O)Cc1ccc(OC)c(S(=O)(=O)N2CCOCC2)c1,3.4,0.8,-0.6,7.0,i,1.5,13.7,4.8,-1.1
O=C(Cc1cccs1)Nc1nc2c(s1)CCCC2,7.3,0.0,-1.1,-5.4,i,0.7,1.0,-0.3,-7.4
CCCCc1cc(=O)oc2cc(C)cc(OCC(=O)Nc3ccccn3)c12,-4.0,-0.1,4.8,3.8,/,-4.3,0.8,/,-10.8
CCN(CC)C(=O)c1c(-c2ccccc2)oc2ccc(O)cc12,23.7,0.8,0.4,-1.1,i,-0.9,-0.7,-5.5,-3.2
Cc1ccc(C(=O)CSc2cc(C)[nH]c(=O)n2)cc1,6.3,-0.4,0.1,-70.0,i,-3.0,-46.6,-6.6,-4.8
Cc1ccc(CNCC(=O)Nc2ccc(N3CCOCC3)cc2)cc1,-2.8,1.4,1.2,12.3,i,-6.1,3.6,-1.5,-14.7

# Only FAS TE block and bovine MsrA act, for three of the compounds above:
Structure,FAS TE block,bovine MsrA act
NC(=O)c1ccc(N=C2C(=O)Nc3ccc([N+](=O)[O-])cc32)cc1,-3.7,7.2
O=C(CCCOc1ccc(Cl)cc1)N1CCOCC1,-7.7,0.4
O=C(NNC(=O)c1c(F)cccc1F)c1ccccc1OC(F)(F)F,-6.8,-2.6

# The results go on.
SMILES,SKN-1 inh,MsrA inhibitor,Rin1 Abl inh,NRP1-CendR mod,Neddylation inh,FAS TE block,eLon inh,MT1-MMP act inh,bovine MsrA act
CCCC1=NN(C(=O)Cc2ccc(OC)c(OC)c2)C(O)(C(F)(F)F)C1 (configuration not stated),13.7,0.8,-1.5,5.3,i,-4.8,2.7,-0.4,-1.0
O=C(NC1CCN(Cc2ccccc2)CC1)c1c(Cl)cccc1Cl,-2.2,-1.0,-0.3,-0.8,i,-4.2,-9.5,-2.1,-1.9
CCC1=Nc2cc(C(=O)NCCN3CCOCC3)ccc2Sc2ccccc21,-7.5,-0.6,2.2,-3.4,i,-3.2,-8.7,2.6,-7.3
COc1ccc(N2C(=O)C3CCCN3C2c2cccc(C)c2)cc1 (configuration not stated),15.9,-0.2,4.4,-0.6,i,-0.7,-0.6,2.6,-0.6
CN(CCO)c1cccc2c1S(=O)(=O)N[C@@H](Cc1ccccc1)CO2,17.3,1.4,/,0.7,i,-2.5,-7.2,1.9,-13.1
CC(OC(=O)c1ccc(S(=O)(=O)N(C)C)cc1)C(=O)Nc1ccc(Cl)cn1 (configuration not stated),3.1,-0.7,3.6,-7.3,i,-4.1,-6.5,0.3,-8.5
Cc1ccc(CSCCNC(=O)c2ccccc2)cc1,-3.3,1.3,-0.9,5.1,i,-5.3,-7.9,1.5,-6.4
CCN1CCCC1CNC(=O)C(NC(=O)C1CCC(C)CC1)C(C)C (configuration not stated),-8.4,0.4,-0.8,1.3,i,-7.2,-13.7,3.3,-6.8
CCN1CC=C2C(C#N)=C(N)C(C#N)(C#N)C(CCc3ccccc3)C2C1 (configuration not stated),4.0,1.2,-1.3,25.3,/,-13.7,26.6*,-87.2,-0.1
Cc1ccc(NC(=O)C2CCCN(C(=O)c3ccc(Cl)cc3)C2)cc1C (configuration not stated),1.1,0.1,2.1,4.8,i,-4.1,-3.0,6.1,-8.6
CCOC(=O)C1(Cc2ccccc2)CCN(Cc2cccn2-c2nccs2)CC1,-10.1,-0.8,5.6,33.0*,i,4.5,-1.5,-5.4,-9.3
CCCC(C)(C)C(=O)N1CCC1(C)C(=O)Nc1ccc(OC)c(OC)c1 (configuration not stated),8.4,-1.3,1.9,-0.2,i,-6.9,-5.8,-3.0,-0.1
CCOC(=O)CNC(=O)c1cn(CC(C)C)c(=O)c2cc(OC)c(OC)cc12,-5.9,0.1,-2.3,-0.8,i,-4.3,-1.1,-3.1,-7.4
O=C(c1nnc(Cc2ccc(Cl)cc2)o1)N1CCc2ccccc2C1,-11.1,0.0,3.0,-8.3,i,4.4,-0.8,2.3,1.4
C/C=C\C=C\C(=O)N1CC2(CC(c3cccc(NC(=O)/C(C)=C\C)c3)=NO2)C[C@H]1C(N)=O (some centres not stated),-1.2,-0.5,5.7,-6.8,i,-12.6,-2.0,-5.1,-4.8
Cc1ccc(CC(=O)Nc2nccs2)cc1,14.4,1.4,0.3,3.3,i,-7.5,2.2,1.4,-3.3
O=C(CCN1C(=O)c2ccccc2C1=O)Nc1ccc(-c2nc3ccccc3s2)cc1,9.0,0.3,-0.8,-4.0,i,-9.3,-4.3,4.1,-2.4
Cc1ccc(C(=O)NC(C)c2ccc(S(N)(=O)=O)cc2)s1 (configuration not stated),-12.0,-0.7,1.1,12.7,i,-6.0,-8.8,-2.1,0.3
COc1ccc(C)cc1NC(=O)C(OC(=O)C1=NNC(=O)CC1)c1ccccc1 (configuration not stated),10.4,-0.7,4.5,6.5,i,2.0,-5.6,1.9,-1.6
Cc1ccccc1-c1nnn(CC(=O)NCc2ccc3c(c2)OCO3)n1,-8.5,1.2,-4.1,11.9,i,-2.5,-12.9,8.0,-1.1
CCOc1ccc(/C(O)=C2/C(=O)C(=O)N(c3ccccn3)C2c2ccc(C)cc2)c(C)c1 (configuration not stated),1.7,0.6,-14.0,3.3,i,-5.8,25.5*,2.4,-2.5
CCC(=O)c1ccc(OCC(=O)OCC(=O)Nc2sccc2C(N)=O)cc1,8.0,0.3,-4.0,-18.0,i,-1.2,-2.1,3.3,-8.4
COC(=O)c1cc(NC(=O)c2cccnc2)cc(C(=O)OC)c1,-5.9,-0.4,-1.2,-4.6,i,-6.1,-0.9,-1.0,-2.5
Cc1cccc(C)c1OCCN1CCOCC1,18.4,-0.5,-1.1,2.3,i,-2.3,-13.7,0.4,-1.9
Cc1cc(C)nc(/N=c2/ssnc2Cl)c1,-12.7,-1.0,0.7,-1.3,/,-3.3,6.8,1.4,-4.5
SMILES,SKN-1 inh,MsrA inhibitor,Rin1 Abl inh,NRP1-CendR mod,Neddylation inh,FAS TE block,eLon inh,MT1-MMP act inh,bovine MsrA act
CCSc1nnc(-c2ccc(S(=O)(=O)N3CCCC3)cc2)n1C,8.5,0.2,4.0,-14.1,+,-0.8,3.2,1.8,-2.1
COc1ccc(C(=O)NCCc2nnc3ccc(SCC(=O)Nc4cc(C)on4)nn23)cc1,-8.2,0.9,2.2,-13.4,i,3.8,-3.2,5.8,-1.2
CC(C)CNC(=O)c1ccccc1NC(=O)c1ccc(CSc2ccccc2)cc1,15.1,2.1,-0.2,-9.9,i,28.3,-2.9,-5.7,-3.7
O=C(NCC1CCCO1)c1ccc2c(=O)n(CC3CCCO3)c(=S)[nH]c2c1 (configuration not stated),-23.0,-0.3,1.7,-1.7,i,-2.9,-1.3,-3.4,-13.7
O=C(c1ccccc1Cl)N1CCn2c1nc1ccccc12,-3.1,-1.5,-0.2,6.2,i,-6.3,4.6,-1.4,-4.5
Cc1ccccc1OCCNc1cc(N2CC(C)NC(C)C2)ccc1[N+](=O)[O-] (configuration not stated),9.9,-0.3,-7.4,-4.1,i,1.4,-8.9,-4.6,-1.2
CC(C)c1nc(C#N)c(N2CCOCC2)o1,7.0,-0.2,-4.0,-0.5,i,-5.6,-8.5,2.7,-2.4
O=C(CCNC(=O)c1ccc(Cl)cc1)Nc1ccccc1N1CCCC1,13.8,0.7,-1.3,-20.7,i,0.7,-2.1,0.6,-4.4
CN(Cc1nc2ccccc2c(=O)[nH]1)C(=O)c1ccccc1OCc1ccc(Cl)cc1,-1.0,0.2,-1.7,-10.5,i,10.0,-0.5,-3.5,0.6
COc1ccc2nc(N3C(=O)CC(C(C)c4ccccc4)C3=O)sc2c1 (configuration not stated),-9.9,-1.4,-1.4,-3.2,i,9.7,-11.7,-1.2,-3.3
CCCCOC(=O)Nc1nccs1,3.3,-0.7,-1.9,-5.7,i,-7.9,-7.5,1.6,0.1
C=CCn1c(SCc2cc(C(=O)OC)c(C)o2)nnc1-c1ccncc1,1.7,1.1,3.8,-6.9,i,-0.1,-8.1,2.7,-0.5

# From PubChem
